TexasRed fluor = alters Texas Red total fluorescence, flagging assay interference; TRb/SRC2 Texas Red total fluorescence interference; 280,000 tested, 0.29% active; Potency, µM (series often up to 106 µM), for the others: at the top dose fluorescence change, negative = quenching; active = well fitted curve in either direction with a large enough effect; inconclusive = small, poorly fitted or top-dose-only effect
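Human TRb ligand-binding domain at 0.6 uM with 20 nM Texas Red SRC2 peptide in Tris buffer containing 1 uM T3 and 5% DMSO, incubated with compound 5 h at ambient temperature. Total fluorescence (555/632 nm) calculated as parallel + 2 × perpendicular.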
TRb SRC2 PPI = inhibitors of human thyroid hormone receptor beta-SRC2 interaction. P10828. TRbeta-SRC2 peptide binding, fluorescence polarization; receptor liganded with 1 µM T3. Potency, µM (top dose mostly 106 µM), without a hit: at the top dose activity change, negative = inhibition, usual class: inhibitors. 280,000 tested, 0.065% active. AID 1469;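 note: plate controls were bound peptide for no effect and peptide without receptor for full effect; nearly all actives have a fitted effect of over 50% in size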
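Quantitative HTS by FP: 0.6 uM TRb LBD, 20 nM labeled SRC2 20-mer, 1 uM T3, 5% DMSO; 5 hr ambient incubation; % activity per concentration and potencies from concentration series.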
RECQ1 helicase = inhibitors of human RECQ1 DNA helicase; 240,000 tested, 0.54% active; Potency, µM (doses to about 57.3 µM), for the others: at the top dose activity, negative = inhibition, usual class: inhibitors; P46063; RECQ1 DNA unwinding, red fluorescence kinetic read; AID 2549;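 note: plate controls were vehicle for no effect and no enzyme for full effect; nearly all actives have a fitted effect of over 30% in size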
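50 nM RECQ1T1 preincubated 15 min with compound in Tris pH 8.0 buffer with MgCl2, DTT, Tween-20 and 2.5 ug/ml poly(dI-dC); started with 200 nM TAMRA/BHQ-2 forked duplex and 2 mM ATP. Unwinding read as fluorescence (525/598 nm), two reads 2 h apart.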
GAA spleen mod = lysosomal alpha-glucosidase (human) modulation | human spleen homogenate, 4-MU-alpha-glucoside fluorescence | Potency, µM (highest dose often 79.9 µM), for inactives: at the highest dose activity change, negative = inhibition, hits mostly inhibitors | 240,000 tested, 0.006% active | AID 2112;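 note: 0% = enzyme with vehicle and -100% = no enzyme basal signal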
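Compounds were titrated against alpha-glucosidase in spleen homogenate at pH 5.0, with 1 mM 4-methylumbelliferyl substrate for 40 min at 37 C. Reactions were quenched with pH 10 NaOH/glycine and fluorescence measured.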
L3MBTL1 inh = L3MBTL1 (human) inhibition; Q9Y468; AlphaScreen L3MBTL1–H3K9me1 peptide binding; Potency, µM (series often up to 57.1 µM), for the others: top-dose activity, negative = inhibition, hits mostly inhibitors; 230,000 tested, 0.66% active; note: nearly all actives have a fitted effect of over 60% in size
Target sequence (Q9Y468 whole entry, looked up): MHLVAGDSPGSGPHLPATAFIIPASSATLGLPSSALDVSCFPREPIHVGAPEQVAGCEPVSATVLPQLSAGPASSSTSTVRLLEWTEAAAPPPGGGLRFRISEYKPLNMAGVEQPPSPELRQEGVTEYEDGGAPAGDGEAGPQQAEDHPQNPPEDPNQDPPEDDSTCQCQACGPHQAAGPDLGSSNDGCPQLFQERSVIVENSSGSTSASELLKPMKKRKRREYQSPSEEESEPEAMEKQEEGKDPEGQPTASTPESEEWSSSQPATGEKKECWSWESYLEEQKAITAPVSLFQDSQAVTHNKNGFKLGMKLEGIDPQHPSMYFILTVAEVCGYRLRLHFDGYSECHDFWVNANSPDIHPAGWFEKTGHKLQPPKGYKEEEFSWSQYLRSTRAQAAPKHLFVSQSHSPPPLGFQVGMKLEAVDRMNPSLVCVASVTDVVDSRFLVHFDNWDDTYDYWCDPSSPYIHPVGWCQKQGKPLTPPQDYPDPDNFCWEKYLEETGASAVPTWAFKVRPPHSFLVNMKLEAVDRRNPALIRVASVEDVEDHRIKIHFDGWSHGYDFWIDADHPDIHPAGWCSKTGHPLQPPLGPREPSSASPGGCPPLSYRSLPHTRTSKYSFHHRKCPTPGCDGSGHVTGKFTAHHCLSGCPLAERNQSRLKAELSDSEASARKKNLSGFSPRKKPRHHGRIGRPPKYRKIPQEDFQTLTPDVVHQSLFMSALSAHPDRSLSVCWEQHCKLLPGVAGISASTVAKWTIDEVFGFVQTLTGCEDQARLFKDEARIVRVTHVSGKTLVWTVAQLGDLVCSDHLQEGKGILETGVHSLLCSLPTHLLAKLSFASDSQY
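L3MBTL1 (50 nM) pre-complexed 30 min with biotinylated H3(1-15)K9me1 peptide (75 nM), then compounds added for 30 min at room temperature; AlphaScreen streptavidin donor/nickel chelate acceptor beads (10 ug/mL final) read after 30 min dark incubation.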
GAA inh = blocks human lysosomal alpha-glucosidase; purified human GAA, 4-MU-alpha-glucoside fluorescence; AID 1466; P10253; 200,000 tested, 0.005% active; Potency, µM (titrated, usually from 76.9 µM), without a hit: top-dose activity change, negative = inhibition, actives largely listed as inhibitors;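 note: plate controls were uninhibited enzyme wells for no effect and no-enzyme background for full effect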
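qHTS format, compound range up to 77 uM. Human lysosomal enzyme at 4 nM, 400 uM 4-MU glucoside substrate, pH 5.0, 20 min room temperature; fluorescence after alkaline stop gives activity normalized to controls.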
GAA glycogen mod = alters human alpha-glucosidase cleavage of glycogen; 300,000 tested, 0.38% active; P10253; Potency, µM (top dose mostly 76.4 µM), inactives show at the highest dose activity change, negative = inhibition, actives largely listed as inhibitors; recombinant GAA, glycogen substrate, Amplex Red glucose oxidase fluorescence; AID 2100;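 note: 0% = full enzyme reaction and -100% = no-enzyme basal signal; the screen sought inhibitors and activators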
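Recombinant enzyme (4 nM final) with compounds titrated up to 77 uM and bovine liver glycogen (30 ug) in citrate pH 5.0, 0.01% Tween-20, 37 C 40 min. Released glucose detected by Amplex Red/glucose oxidase (Ex 573/Em 610); AC50 from Hill fits.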
GoLoco inh red = inhibitors of human Gai1-RGS12 GoLoco interaction (red fluorophore); Gai1:RGS12 GoLoco peptide FP, rhodamine, 10 min; Potency, µM (highest dose often 61.6 µM), inactives show top-dose activity, negative = inhibition, usual class: inhibitors; 230,000 tested, 0.44% active; AID 880; active = well fitted inhibition curve with a large enough effect, not every such curve was filed as active; inactive = no such curve, though single readings can be large or run the other way; note: nearly all actives have a fitted effect of over 30% in size; many of its hits are not listed in these tables
* hit, by the source's call; i = inactive; ? = inconclusive; nt = no result given; & = joins results of further samples; [ ] = another dose, or the depositor's remark. Unless noted, calls come from the whole dose curve; as a rule, active = well fitted curve in the direction sought with a large enough effect; inconclusive = small, poorly fitted or top-dose-only effect, or another doubt; inactive = no such curve, though single readings can be large; an effect the other way counts as inactive or inconclusive. Unless noted, % is set by controls: 0 for no effect and ±100 for the full control effect; potency is the fitted concentration of half-maximal effect. This is a subset; count on the stated rates, not on these rows.

Compound	TexasRed fluor	TRb SRC2 PPI	RECQ1 helicase	GAA spleen mod	L3MBTL1 inh	GAA inh	GAA glycogen mod	GoLoco inh red
CCc1ccccc1N1C(=O)NC(=O)/C(=C\c2cc(C)n(C)c2C)C1=O	-1%	8%	-6%	-7%	-5%	-7%	-2%	13%
O=C1CC(C(=O)N2CCC3(CC2)OCCO3)CN1CCc1ccccc1 (configuration not stated)	-4%	5%	i	-1%	2%	5%	2%	1%
O=C(CN1CCCCC1)c1cccc(Br)c1	-1%	-6%	-9%	-10%	1%	-1%	2%	1%
Cc1cc(C(=O)NP(=O)(N2CCOCC2)N2CCOCC2)c(C)n1C1CC1	4%	12%	0%	1%	-25%	4%	5%	12%
C/C=C(/C)C(=O)OC1CC[C@]2(C)C3CCC4[C@]5(O)CC(O)[C@]6(O)C(CN7CC(C)CCC7[C@]6(C)O)[C@]5(O)C[C@@]42O[C@]13O (some centres not stated)	-2%	-3%	-6%	-4%	nt	nt	nt	3%
Cc1cc(C=C2C(=O)N(C)C(=S)N(C)C2=O)c(C)n1C1CCCC1	5%	0%	-8%	-4%	nt	-2%	-15%	68%[activator]
Cc1cc(C(=O)CN2C(=O)c3ccccc3C2=O)c(C)n1C1CC1	2%[53 µM]	-16%[53 µM]	-3%	-3%	33%[activator]	-1%	12%	12%
Cc1nn(Cc2ccccc2Cl)c(Cl)c1C(=O)OC(C(=O)NC(N)=O)C(C)C (configuration not stated)	0%	6%	i	-4%	9%	5%	-10%	-23%
Nc1ccc(CCN2CCN(c3cccc(C(F)(F)F)c3)CC2)cc1	-1%&-1%	8%&6%	-18%&-15%	4%&-5%	nt	nt	nt	-8%&2%
Clc1ccc(N2CCN(Cc3ccccc3Cl)CC2)cc1	-7%	7%	-2%	-3%	nt	?	3%	3%
CCCn1nc2ccccc2c1P(=O)(N1CCOCC1)N1CCOCC1	0%	3%	i	-7%	8%	2%	7%	13%
CN1CCN(c2ccc(N)cc2)CC1	0%	-16%	i	-1%	nt	-4%	?	0%
COP(=O)(OC)C(NS(=O)(=O)c1ccccc1)C(Cl)(Cl)Cl (configuration not stated)	0%	-1%	i	-8%	7%	5%	0%	9%
CCN1C[C@]2(C)CC[C@H](O)[C@@]34C5C[C@@H]6[C@@H](OC)C[C@@](O)(C5[C@H]6O)[C@@H](CC23)[C@@H]14 (some centres not stated)	0%&-2%	4%&-6%	-11%&-8%	9%&-5%	nt	nt	nt	-16%&-2%
COc1ccc(C)cc1NC(=O)c1c(C)nn(Cc2ccccc2)c1Cl	1%	-15%	-4%	-4%	34%[activator]	-9%	6%	11%
Clc1ccc(C2=CCC[C@H]3CC[C@@H]2N3)cn1	-3%	-8%	2%	9%	nt	nt	nt	-3%

Pulled one by one from the entries so far (4):
Compound	TexasRed fluor	TRb SRC2 PPI	RECQ1 helicase	GAA spleen mod	L3MBTL1 inh	GAA inh	GAA glycogen mod	GoLoco inh red
CCCn1nc2ccccc2c1P(=O)(N1CCOCC1)N1CCOCC1	0%	3%	i	-7%	8%	2%	7%	13%
COc1ccc(C)cc1NC(=O)c1c(C)nn(Cc2ccccc2)c1Cl	1%	-15%	-4%	-4%	34%[activator]	-9%	6%	11%
CN1CCN(c2ccc(N)cc2)CC1	0%	-16%	i	-1%	nt	-4%	?	0%
COP(=O)(OC)C(NS(=O)(=O)c1ccccc1)C(Cl)(Cl)Cl (configuration not stated)	0%	-1%	i	-8%	7%	5%	0%	9%

Further compounds:
Compound	TexasRed fluor	TRb SRC2 PPI	RECQ1 helicase	GAA spleen mod	L3MBTL1 inh	GAA inh	GAA glycogen mod	GoLoco inh red
CN(C)C(=O)Oc1ccc([N+](=O)[O-])cc1	6%	1%	0%	-4%	nt	?	-9%	3%
O=C(COc1ccc2ccccc2c1)N1CCN(Cc2ccncc2)CC1	-7%	-3%	-2%	-4%	nt	-9%	9%	-33%
COc1cccc(-n2c(/C=C/c3ccc(O)c(O)c3)nc3ccccc3c2=O)c1	-3%[53 µM]	-1%[53 µM]	-17%	-1%	-7%	4%	?	18%
C=CCn1c(O)c(C(C)=O)c(=O)[nH]c1=O (tested in a mixture with another compound)	1%	0%	4%	3%	-2%	nt	4%	5%
CC1=NN(Cc2c[nH]c3ccccc23)C(C)(C)C1	2%	-1%	i	2%	-7%	3%	-22%	4%
CCCCCCCCCCCCCCOS(=O)(=O)O	-3%	-5%	?	-16%	nt	nt	nt	nt
CCOP(=O)(OCC)c1cc(CC)ccc1O	0%	-1%	9%	-1%	3%	3%[15.4 µM]	5%	1%
CC(C)NS(=O)(=O)c1ccc(OCC(=O)N2CCN(Cc3ccccc3)CC2)c(Cl)c1	1%	-12%	-15%	-6%	-3%	-3%	0%	8%

Further records follow.
The line under a structure holds: TexasRed fluor, TRb SRC2 PPI, RECQ1 helicase, GAA spleen mod, L3MBTL1 inh, GAA inh, GAA glycogen mod, GoLoco inh red
Cc1nc2c(c(=O)[nH]1)C(c1ccc([N+](=O)[O-])cc1)c1c(c3ccccc3oc1=O)O2 (configuration not stated)
 : -4%, 8%, -1%, 3%, 6%, nt, 3%, 2%
Cc1ccc2c(c1)C1(CCN(CCc3nc(-c4ccccc4)oc3C)CC1)OC(=O)N2
 : 4%, 11%, -2%, -1%, nt, nt, nt, nt
O=C(C1c2ccccc2C(=O)N2CCc3ccccc3C12)N1CCC2(CC1)OCCO2 (configuration not stated)
 : 1%, 8%, -8%, -6%, -6%, 0%, 0%, 7%
O=C1C=C2C=CC3C[C@@]2(O1)C1CCCCN31 (some centres not stated)
 : -1%, -8%, -11%, 5%, nt, nt, nt, -4%
CSc1ccc(C(=O)C(C)(C)N2CCOCC2)cc1
 : -1%, -4%, 5%, -20%, 24%, -2%, 1%, 1%
NP(=O)(Oc1ccc(Cl)cc1)Oc1ccc(Cl)cc1
 : -6%, -1%, -17%, -11%, nt, -2%, 6%, -2%
COc1cc(Cn2c(=O)oc3ccc(C)cc32)ccc1OC(C)C
 : -2%, 9%, -3%, 1%, 16%[11.4 µM], ?, -11%, -1%
COC(=O)NC(=S)Nc1ccccc1NC(=S)NC(=O)OC
 : 0%[201 µM], -2%[201 µM], 7%&6%, 0%&3%, nt, nt, nt, -7%&-26%
Cc1cccc(N2C(=O)NC(=O)/C(=C\c3cc(C)n(-c4sc5c(c4C#N)CCCC5)c3C)C2=O)c1C
 : -6%, 4%, -12%, -16%, 0%, ?, -4%, 51%[activator]
COCCN(C(=O)CCl)c1c(C)cccc1C
 : 3%, -2%, -1%, 2%, nt, nt, nt, nt
C=CCn1c(O)c(C(CC)=NCCc2ccccc2)c(=O)[nH]c1=O
 : 1%, 6%, -4%, -9%, nt, -5%, -12%, 6%
CCOC(=O)C1=C(N)OC2=C(C(=O)CCC2)[C@]12C(=O)N(CC(N)=O)c1ccccc12
 : -2%, -6%, -2%, 5%, -5%, nt, 7%, -3%
O=c1c2ccccc2nc(CN2CCOCC2)n1-c1ccccc1F
 : 2%, -7%, 8%, -6%, 4%, -2%, -1%, 8%
CCCC(=O)O[C@@H]1[C@@H](C)[C@@]2(O)[C@@H](C=C(CO)C[C@@]3(O)C(=O)C(C)=C[C@@H]23)[C@@H]2C(C)(C)[C@]12OC(=O)CCC
 : -4%, 4%, -10%, -1%, nt, nt, nt, nt
Cc1nc2ccccc2n1C1CCN(Cc2nnnn2CCc2ccccc2)CC1
 : -1%, -17%, -6%, 4%, -3%, 8%, 9%, nt
Nc1ccc(Cc2ccc(N)cc2)cc1
 : -5%[201 µM], 7%[201 µM], -8%, 1%, nt, nt, nt, 10%
CCN1CCN(c2nc3ccccc3s2)CC1
 : 0%, -8%, -10%, -4%, 1%, 2%, 9%, 0%
CC(Cc1cccs1)NCc1ccccc1 (configuration not stated)
 : 0%, 5%, -15%, -4%, -2%, -8%, 4%, -12%
CC1=CC(=C2C(=O)NC(=S)NC2=O)C=C(C(F)(F)F)N1Cc1ccccc1
 : -3%, -1%, -5%, -8%, nt, -1%, 7%, 139%[activator]
O=C(Nc1ccccc1)OC1CN=C(N[N+](=O)[O-])NC1 (configuration not stated)
 : 0%, -2%, -3%, 1%, -11%, -3%, 7%, -5%
c1cncc(CNC2=NCCC2)c1
 : -2%, -5%, -6%, 3%, 3%, -2%, 3%, 6%
COc1ccc(OC)c(N2C(=O)NC(=O)/C(=C/c3ccc([N+](=O)[O-])s3)C2=O)c1
 : 14%, nt, 26%, 4%, nt, 1%, -27%, -14%
O=c1c2ccccc2nc(/C=C/c2ccc([N+](=O)[O-])o2)n1-c1ccc(O)cc1
 : 0%, -6%, -5%, 2%, ?, 3%, 16%, 4%
CN(C)C(=O)Oc1c(Cl)cc(Cl)c2ccccc12
 : 1%, -12%, i, -5%, nt, -8%, 1%, 10%

By substructure, the entries above with a CF3 group
The line under a structure holds: TexasRed fluor, TRb SRC2 PPI, RECQ1 helicase, GAA spleen mod, L3MBTL1 inh, GAA inh, GAA glycogen mod, GoLoco inh red
Nc1ccc(CCN2CCN(c3cccc(C(F)(F)F)c3)CC2)cc1
 : -1%&-1%, 8%&6%, -18%&-15%, 4%&-5%, nt, nt, nt, -8%&2%
CC1=CC(=C2C(=O)NC(=S)NC2=O)C=C(C(F)(F)F)N1Cc1ccccc1
 : -3%, -1%, -5%, -8%, nt, -1%, 7%, 139%[activator]

Source: PubChem
